FBPA coupling cs: inhibits coupling enzyme system, counter-screen for aldolase hits | coupling enzyme system counterscreen, AmpLite Red fluorescence | activity change, negative = inhibition, % at 58.2 µM, hits read low | hit rate 0.67% among 290,000 | AID 2472; in the data active = activity change below about -30%; also: % is scaled to controls: 0 for no effect and ±100 for the full control effect
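Fluorescence at 525 nm excitation and 598 nm emission measured inhibition of the coupled detection system without aldolase. Compounds (at 57.5 uM final) were preincubated 10 min at room temperature with coupling enzyme reagent before a 20 min substrate/AmpLite Red step.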
GALK inh: galactokinase (human) inhibition; Purified GALK, Kinase-Glo residual ATP luminescence; Potency, µM (top dose mostly 57.5 µM), inactives show at the top dose activity change, negative = inhibition, actives largely listed as inhibitors; hit rate 0.007% among 270,000; AID 1868; also: potency is read from the fitted curve at half-maximal effect; % is scaled to controls: 0 for no effect and ±100 for the full control effect
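Galactose (100 uM) and ATP (35 uM) were turned over by 5 nM GALK for 1 h at RT. Kinase-Glo Plus then converted the remaining ATP into a luminescent signal.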
TSG101-PTAP inh: blocks PTAP/TSG101 interaction to inhibit HIV-1 budding; 340,000 tested, under 10 active; Fluorescence polarization, FITC-PTAP peptide / Tsg101 binding; Potency, µM (highest dose often 115 µM), for the others: at the top dose activity change, negative = inhibition, actives largely listed as inhibitors; Q99816; AID 493005; active = well fitted inhibition curve with a large enough effect in the main read-out, with a control signal flat, not every such curve was filed as active; inconclusive = small, poorly fitted or top-dose-only effect, or effect the other way, or a change in a side signal; inactive = no such curve, though single readings can be large or run the other way; also: potency is read from the fitted curve at half-maximal effect; % of control where 0% means no effect
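Compounds were pin-transferred onto Tsg101 binding domain (10 uM final) in HEPES pH 7.5 buffer, then FITC-PTAP peptide was added at 50 nM final. After 20 min at RT, polarization reported peptide displacement across a qHTS concentration series.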
Giardia killer: Giardia lamblia killing. Giardia lamblia trophozoite viability. activity change, % at 7.66 µM, hits read low. hit rate 0.15% among 340,000. AID 540267; in the data active = activity change below about -80%; inconclusive = between about -30% and that limit;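 also: parasites exposed to compound for two days anaerobically before the ATP read; % is scaled to controls: 0 for no effect and ±100 for the full control effect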
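Anaerobic 48 hrs incubation at 37 deg C of 100 trophozoites/well with test compounds; ATPLite 1-Step luminescence, 15-30 min RT, reports cellular ATP as viability.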
Menin-MLL TR inh: displaces Texas Red mutant MLL peptide from human menin. AID 1768. O00255. hit rate 0.23% among 270,000. Menin + Texas Red MLL mutant peptide, fluorescence polarization. Potency, µM (series often up to 61.6 µM), for inactives: at the top dose FP activity change, negative = inhibition, most hits filed as inhibitors; active = well fitted inhibition curve with a large enough effect in the polarisation, with a control signal flat, not every such curve was filed as active; inconclusive = small, poorly fitted or top-dose-only effect, or effect the other way, or a change in a side signal; inactive = no such curve, though single readings can be large or run the other way; the % refers to the polarisation; also: potency is read from the fitted curve at half-maximal effect; % of control where 0% means no effect; many of its hits are not listed in these tables
Tb PFK block: blocks T. brucei phosphofructokinase; T. brucei PFK, ADP-Glo luminescence; Potency, µM (highest dose often 57.5 µM), inactives show top-dose activity, negative = inhibition, most hits filed as inhibitors; AID 485367; hit rate 0.17% among 330,000;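 also: potency is read from the fitted curve at half-maximal effect; 0% = uninhibited 1x PFK enzyme wells and -100% = no-enzyme wells; nearly all actives have a fitted effect of over 60% in size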
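PFK 1.25 nM, F6P 0.5 mM, ATP 0.1 mM, 0.1 M TEA pH 8.0, 5 mM MgCl2, 0.01% Tween20, 0.1% BSA; 45 min RT. ADP-Glo readout. qHTS titration up to 57 uM; curves fitted, compounds curve-classed.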
Integrin act MD: integrin-mediated muscular dystrophy alleviation activation; alpha7betagal myoblasts, beta-gal FDG fluorescence, 48 h; Potency, µM (highest dose often 38.3 µM), without a hit: at the highest dose activation, hits mostly activators; hit rate 0.064% among 350,000;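 also: potency is read from the fitted curve at half-maximal effect; 100% = response of the positive control SU9516; nearly all actives have a fitted effect of over 60% in size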
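Alpha7betagal+/- myoblasts (passage 13) were plated 16-24 hr, then exposed to compounds (1:260 dilution of DMSO stock) for 48 hours at 37C. After MPER lysis, β-galactosidase reporter activity was read as FDG fluorescence (ex 480/em 540) after 30 minutes.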
B2AR arrestin: agonists driving beta-arrestin recruitment to human beta2-adrenergic receptor; Potency, µM (doses to about 46.1 µM), inactives show at the highest dose activation, hits mostly activators; beta-arrestin recruitment to beta2AR, cell-based reporter; hit rate 0.02% among 330,000; AID 492947; P07550;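 also: potency is read from the fitted curve at half-maximal effect; 0% = DMSO controls and full agonism = EC100 isoproterenol or metaproterenol; nearly all actives have a fitted effect of over 65% in size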
Target sequence (P07550 whole entry, looked up): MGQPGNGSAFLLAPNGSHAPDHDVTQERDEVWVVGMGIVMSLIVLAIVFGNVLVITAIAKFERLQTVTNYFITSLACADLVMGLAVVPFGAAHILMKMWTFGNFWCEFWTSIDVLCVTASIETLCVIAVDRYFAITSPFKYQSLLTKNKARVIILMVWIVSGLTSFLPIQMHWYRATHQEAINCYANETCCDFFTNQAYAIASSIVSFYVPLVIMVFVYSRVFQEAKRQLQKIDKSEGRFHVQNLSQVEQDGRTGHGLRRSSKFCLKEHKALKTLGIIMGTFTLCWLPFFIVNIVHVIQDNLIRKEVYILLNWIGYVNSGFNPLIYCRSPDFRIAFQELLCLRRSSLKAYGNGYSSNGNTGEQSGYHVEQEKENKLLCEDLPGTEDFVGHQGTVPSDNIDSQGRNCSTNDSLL
ASM inhibitor: blocks human secretory acid sphingomyelinase; P17405; placental ASM, HMU-PC fluorogenic substrate, 60 min; Potency, µM (series often up to 57.5 µM), without a hit: top-dose activity change, negative = inhibition, usual class: inhibitors; hit rate 0.006% among 340,000; AID 504937; also: potency is read from the fitted curve at half-maximal effect
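Human placenta-derived ASM enzyme was preincubated with compound for 10 minutes at room temperature, then given fluorogenic substrate HMU-PC0 (9 uM final) for 60 minutes at 37 °C; a pH 10 stop preceded fluorescence reading at Ex 386/Em 447 nm.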
Chronic BCR inh: inhibitors of chronic active B-cell receptor signaling | hit rate 0.05% among 340,000 | ABC-DLBCL IkBa-CBG/CBR reporter, luminescence ratio, 4 h | Potency, µM (highest dose often 46.1 µM), without a hit: at the highest dose ratio change, negative = lower green/red ratio, actives largely listed as inhibitors | AID 493014; active = well fitted inhibition curve with a large enough effect in the signal ratio, with a control signal flat, not every such curve was filed as active; inconclusive = small, poorly fitted or top-dose-only effect, or effect the other way, or a change in a side signal; the % refers to the signal ratio;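 also: potency is read from the fitted curve at half-maximal effect; plate controls were basal doxycycline-induced cells for no effect and cells given 10 µM MG132 for full effect; MG132 reads +100%, hits lower the ratio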
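TMD8 ABC-DLBCL cells carrying doxycycline-inducible green luciferase fused to IkappaBalpha plus unfused red luciferase were exposed to compounds (up to 46 uM) for 4 hrs at 37C. Activity came from the overlap-corrected green/red luminescence ratio.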
PKM2 act: increases activity of human pyruvate kinase M2. AID 1631. purified PKM2, Kinase-Glo ATP luminescence, activation; response scale: 0% is enzyme alone, no compound. hit rate 0.34% among 260,000. Potency, µM (doses to about 57.5 µM), for inactives: top-dose activation, hits mostly activators; also: potency is read from the fitted curve at half-maximal effect; % is scaled to controls: 0 for no effect and ±100 for the full control effect; nearly all actives have a fitted effect of over 55% in size
Target sequence (P14618 whole entry, looked up): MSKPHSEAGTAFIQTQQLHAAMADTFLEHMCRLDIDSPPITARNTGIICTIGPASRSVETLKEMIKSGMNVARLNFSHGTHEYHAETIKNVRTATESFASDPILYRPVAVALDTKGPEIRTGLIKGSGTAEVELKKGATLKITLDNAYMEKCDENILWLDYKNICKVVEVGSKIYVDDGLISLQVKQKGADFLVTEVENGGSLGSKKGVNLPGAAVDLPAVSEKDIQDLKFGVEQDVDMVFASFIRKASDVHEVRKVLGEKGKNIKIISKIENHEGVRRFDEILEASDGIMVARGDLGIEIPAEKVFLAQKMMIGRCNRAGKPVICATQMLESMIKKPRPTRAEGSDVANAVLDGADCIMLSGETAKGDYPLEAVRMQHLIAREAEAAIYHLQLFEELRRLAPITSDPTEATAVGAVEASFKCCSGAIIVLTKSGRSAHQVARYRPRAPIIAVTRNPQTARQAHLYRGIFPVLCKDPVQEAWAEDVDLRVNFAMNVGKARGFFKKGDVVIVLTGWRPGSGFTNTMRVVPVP
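hPK-M2, >95% pure; 0.1 mM ADP / 0.5 mM PEP final; imidazole pH7.2 buffer w/ 7 mM MgCl2, 50 mM KCl; 1 h RT; Kinase-Glo lum. Intermediate enzyme activity for dual inhibitor/activator qHTS.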
The depositor's hits bear a star; ? = inconclusive; nt = not tested or not shown; [ ] = remark or other dose. Unless noted, calls follow the shape of the dose curve; as a rule, active = well fitted curve in the direction sought with a large enough effect; inconclusive = small, poorly fitted or top-dose-only effect, or another doubt; inactive = no such curve, though single readings can be large; an effect the other way counts as inactive or inconclusive. Only part of the results is shown. The share of hits here may be higher or lower than overall.

SMILES | FBPA coupling cs | GALK inh | TSG101-PTAP inh | Giardia killer | Menin-MLL TR inh | Tb PFK block | Integrin act MD | B2AR arrestin | ASM inhibitor | Chronic BCR inh | PKM2 act
CN1C(=O)C(CC(=O)Nc2ccccc2)S/C1=N/c1nccs1 (stereo not given) | 2 | -2% | -5% | -15 | ? | 2% | ? | -1.0% | -1% | 12% | -4%
Cc1nnc2ccc(N3CCN(c4cccc(C(F)(F)F)c4)CC3)nn12 | 2 | 0% | -1% | -22 | 10% | -18% | -21% | -0.8% | -2% | -3% | -4%
Cc1cc(C)cc(N(CC(=O)NCC2CCCO2)S(=O)(=O)c2c(C)noc2C)c1 (stereo not given) | 1 | 1% | 34%[activator] | 7 | 4%[11.7 µM] | 5% | 11% | -0.2% | 2% | 6% | 1%
Cc1cc(C(=O)NCCN2CCOCC2)c2ccccc2n1 | nt | nt | -1% | 5 | nt | 21% | -20% | 0.0% | 4% | -2% | nt
CNC(=O)c1ccc(NC(=O)c2cccc(C(F)(F)F)c2)cc1 | 0 | 0% | -4% | -3 | -13% | -1% | 19% | 0.4% | -2% | -1% | -3%
CC(C)C(=O)Nc1ncc(Cc2ccc(Cl)cc2)s1 | 2 | 2% | -1% | -5 | ? | -1% | 12% | -1.1% | 6% | 11% | -7%
Cn1c(CN2CCCC2)nc2cc(NC(=O)COc3ccccc3)ccc21 | -1 | -1% | -2% | -3 | -19% | -1% | 17% | -0.4% | 4% | 1% | 4%
O=C1OC(c2cccc([N+](=O)[O-])c2)C2(CCCC2)C(=O)C12CCCCC2 (stereo not given) | -5 | 0% | 3% | 42[activator] | -1% | 0% | -40% | 0.5% | nt | 1% | -6%
O=C(O)c1ccccc1-c1ccccc1C(=O)NCCc1ccccc1 | 13 | -6% | 2% | 14 | -22% | 7% | 11% | -0.2% | 3% | 3% | 0%
Cn1c(SCC(=O)c2ccccc2)nnc1-c1cnccn1 | 2 | 1% | -3% | 0 | 12% | 1% | 4% | 0.2% | -1% | ? | 8%
CCCCc1ccc(NC(=S)NCC2CCCO2)cc1 (stereo not given) | -3 | -3% | 0% | -29 | -10% | -1% | -7% | -1.1% | 3% | -2% | -36%
Cc1cc(SCC(=O)OCC(=O)N(C)c2ccccc2)nc2ccccc12 | nt | nt | -5% | -3 | nt | ? | 30% | -0.1% | 0% | ? | nt
CC(=O)Nc1sc2c(c1C(c1ccc(Cl)cc1)N1CCOCC1)CCCC2 (stereo not given) | -2 | -1% | -2% | 22 | -9% | 2% | -22% | 0.0% | -13% | 1% | -1%
CC1CC(C)CN(S(=O)(=O)c2ccc3c(c2)NC(=O)C(C)C(=O)N3)C1 (stereo not given) | -1 | nt | -3% | 21 | -1% | -2% | -3% | -0.1% | -1% | 3% | 19%
CC1(c2cccc(Br)c2)NC(=O)N(CC(=O)Nc2ccc3c(c2)OCO3)C1=O (stereo not given) | nt | nt | -5% | 0 | nt | -5% | 25% | -1.0% | -7% | 0% | nt
COCCN1Cc2cccc(C(=O)NC(C)CCc3ccco3)c2C1=O (stereo not given) | 0 | -1% | -3% | -21 | -9% | 2% | -4% | 0.0% | 0% | ? | 11%
CCn1nc(C)cc1C(=O)N1CCCC(C(=O)c2ccc(OC)cc2C)C1 (stereo not given) | 4 | 3% | -4% | 4 | -15% | -2% | -3% | 0.2% | -4% | -1% | nt
O=C(O)C1CCN(C(=O)CSc2nc3cc(Cl)ccc3c(=O)n2Cc2ccccc2)CC1 | 5 | 1% | -2% | -2 | 0% | -21% | -14% | -1.1% | -1% | ? | 1%
CN1CCN(S(=O)(=O)c2cc([N+](=O)[O-])ccc2N/N=C/c2ccc(Cl)cc2)CC1 | 4 | 2% | 0% | -6 | -7% | -3% | 33% | -0.1% | 15% | 4% | 1%
CC1(C)CC(=O)CC(C)(C)N1OC(=O)c1ccco1 | 4 | 0% | -2% | 13 | -12% | -3% | -7% | -0.4% | 1% | -19% | -2%
CN(Cc1ccc2nonc2c1)Cc1nc(Cc2cccc(F)c2)no1 | -7 | 1% | -5% | 5 | 13% | -5% | 8% | -0.3% | -4% | -2% | -9%
O=C(CSc1cn(CCNC(=O)c2ccccc2)c2ccccc12)NCC1CCCO1 (stereo not given) | 0 | -2% | 1% | -24 | -9% | 0% | -27% | -1.1% | 4% | 0% | 2%
C=CCn1c(Cc2ccc(OC)cc2)nnc1SCC(=O)NCCc1ccccc1 | nt | 2% | -4% | -11 | -24% | -1% | 1% | -0.4% | -3% | -4% | 2%
CN(C)S(=O)(=O)c1ccc(Cl)c(NC(=O)CN2CCCCCC2)c1 | 0 | 1% | -3% | -19 | -10% | -2% | -1% | 0.4% | 7% | 5% | 1%
CCc1ccc([C@H]2C(C(=O)O)=C[C@@H](CC)N2S(=O)(=O)c2ccc(C)cc2)cc1 | nt | nt | 1% | 1 | nt | 5% | 3% | -1.3% | 7% | 1% | nt
Other entries.
SMILES | FBPA coupling cs | GALK inh | TSG101-PTAP inh | Giardia killer | Menin-MLL TR inh | Tb PFK block | Integrin act MD | B2AR arrestin | ASM inhibitor | Chronic BCR inh | PKM2 act
COc1ccccc1C(=O)Nc1ccc2c(c1)nc(CN1CCN(C(C)=O)CC1)n2C | -5 | -2% | -8% | -3 | 3% | -1% | ? | -1.0% | 2% | -1% | -1%
COc1ccc(N(CC(=O)NC(C)(C)C)C(=O)CCC(=O)Nc2nccs2)cc1 | 11 | 4% | -4% | 29 | -13% | 0% | -1% | 0.0% | 3% | 1% | -8%
CCN1C(=O)/C(=c2\o/c(=C3\C=Cc4ccccc4N3CC)c(=O)n2CC)SC1=S | 2 | 9% | -4% | 5 | -3% | -1% | 5% | -0.1% | -1% | 3% | -3%
N#CCCN(CCC#N)C(=S)NC1CC2C=CC1C2 (stereo not given) | 1 | 1% | 0% | -19 | nt | -5% | 27% | -0.8% | 3% | 0% | -9%
Nc1nnnn1/N=C/c1ccccc1OCc1ccccc1 | 0 | -8% | -4% | -5 | 1% | 1% | -22% | -0.6% | 1% | ? | ?
C[C@H](CO)N1C[C@H](C)[C@@H](CN(C)C(=O)Nc2ccccc2)Oc2ccc(NS(=O)(=O)c3cn(C)cn3)cc2C1=O | nt | nt | -3% | 11 | nt | 0% | -6% | 0.0% | 0% | 3% | nt
N#CCCN1CCN(C(=S)c2ccc(-c3ccc(Cl)cc3)o2)CC1 | -10 | -2% | -4% | 17 | ? | -7% | 25% | -0.3% | -13% | ? | 21%
CN(C(=O)c1c[nH]c(=O)cc1C(F)(F)F)c1ccc(Cl)c(Cl)c1 | 2 | 9% | 0% | -23 | nt | -1% | -29% | -0.1% | 0% | -16% | -4%
CCOC(=O)COc1ccc2c3c(c(=O)oc2c1)CCCC3 | 7 | 7% | -1% | 14 | -13% | -8% | -12% | 0.4% | 4% | 7% | 6%
COc1cc(OC)c(NC(=O)Cc2ccc(OC)c(S(=O)(=O)N3CCOCC3)c2)cc1Cl | nt | -9% | -2% | -10 | nt | 4% | -32% | 0.1% | 4% | -15% | 3%
Cc1ccc(C)c(-c2cc(C(=O)Nc3cccnc3)c3ccccc3n2)c1 | -4 | 1% | nt | -6 | 10% | -2% | 24% | 0.6% | -1% | 11% | -2%
COC(=O)c1ccc(NC(=O)CN2C(=O)CC(C)S(=O)(=O)c3ccccc32)cc1 (stereo not given) | 0 | 2% | -4% | 2 | 1% | -1% | -4% | -1.0% | -1% | 9% | nt
Cc1ccc(-c2ccc(=O)n(CC(=O)NCCC(C)C)n2)cc1 | 1 | nt | -6% | 0 | ? | -3% | 4% | 0.0% | -5% | 2% | nt
COc1cccc(-c2c(C(=O)N/N=C/c3ccsc3)nnn2-c2nonc2N)c1 | -9 | 5% | -3% | -14 | ? | -5% | 13% | 0.1% | -3% | 3% | 0%[0.46 µM]
C=CCOc1ccc(CNc2nn[nH]n2)cc1OC | 0 | -2% | 5% | -7 | -22% | 4% | 10% | 0.5% | 6% | 15% | -2%
CCOC(=O)C1=NN(c2ccc(Cl)cc2)C(c2ccccc2)CC1=O (stereo not given) | 2 | -1% | -5% | -15 | -14% | -4% | -29% | 0.4% | -10% | 9% | 2%
Cc1ccc(C(=O)N/C(=C\c2ccc(Cl)cc2)C(=O)NCCCN2CCOCC2)cc1 | 1 | 1% | 0% | -3 | -12% | 3% | -4% | 0.6% | 0% | 2% | -17%
CCCN(CCC)C(=O)C1CCN(c2cc(C)nc3c(-c4ccc(OC)c(OC)c4)c(C)nn23)CC1 | 2 | 0% | 0% | -29 | -13% | -1% | -24% | 0.0% | 0% | ? | -1%
O=C(COc1coc(CN2CCN(c3ccccc3)CC2)cc1=O)Nc1ccc(F)cc1 | nt | nt | -1% | 14 | nt | 0% | 22% | -2.2% | nt | ? | nt
